# m5-HT2A agonist = agonists of mouse serotonin 5-HT2A receptor (HTR2A); CHO-K1 mHTR2A beta-arrestin complementation, luminescence; percent of 30 µM serotonin response; P35363; activation, % at 7.6 µM; actives 0.66% (n = 360,000);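 active = activation above a run cutoff, the mean activation of all tested compounds plus 3 SD, cut at about 14% in these data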;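 also: 0% = plate median of compound wells and 100% = 30 µM serotonin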
# Target sequence (P35363 whole entry, looked up): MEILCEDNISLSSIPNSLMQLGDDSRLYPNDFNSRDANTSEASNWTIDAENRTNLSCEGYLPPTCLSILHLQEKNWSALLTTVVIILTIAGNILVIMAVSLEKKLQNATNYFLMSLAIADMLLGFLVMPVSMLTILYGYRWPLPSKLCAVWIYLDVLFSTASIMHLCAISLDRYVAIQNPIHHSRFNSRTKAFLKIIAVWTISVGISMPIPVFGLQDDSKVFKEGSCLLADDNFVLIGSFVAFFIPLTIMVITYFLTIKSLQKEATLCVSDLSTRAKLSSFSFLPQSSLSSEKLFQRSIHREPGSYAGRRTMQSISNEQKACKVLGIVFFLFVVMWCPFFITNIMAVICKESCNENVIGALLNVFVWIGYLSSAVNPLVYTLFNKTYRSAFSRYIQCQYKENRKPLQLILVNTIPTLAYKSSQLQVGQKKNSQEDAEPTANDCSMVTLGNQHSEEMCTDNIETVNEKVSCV
# ABCB6 inh 2 = blocks the human ABCB6 transporter | Q9NP58 | K562-ABCB6 porphyrin accumulation, flow cytometry, 1 h; stronger effect = lower value | fluorescence ratio to DMSO, % at 10 µM | actives 0.19% (n = 360,000) | AID 602162;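 active = fluorescence ratio to DMSO below 75%, the collection mean minus 3 SD; inconclusive = too few cells collected in the well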;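 also: signal is porphyrin accumulated inside mitochondria; 100% equals median channel fluorescence of DMSO control wells; lower ratio means ABCB6 inhibition with less porphyrin fluorescence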
# MC4R barr agon = human MC4R agonism via beta-arrestin | actives 0.98% (n = 360,000) | U2OS MC4R beta-arrestin complementation, luminescence; percent of melanotan II response, DMSO zero | activation, % at 8.9 µM | P32245;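 active = activation above a per-plate cutoff, the mean activation of sample wells on that plate plus 3 SD, cut at about 8% in these data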
# Target sequence (P32245 whole entry, looked up): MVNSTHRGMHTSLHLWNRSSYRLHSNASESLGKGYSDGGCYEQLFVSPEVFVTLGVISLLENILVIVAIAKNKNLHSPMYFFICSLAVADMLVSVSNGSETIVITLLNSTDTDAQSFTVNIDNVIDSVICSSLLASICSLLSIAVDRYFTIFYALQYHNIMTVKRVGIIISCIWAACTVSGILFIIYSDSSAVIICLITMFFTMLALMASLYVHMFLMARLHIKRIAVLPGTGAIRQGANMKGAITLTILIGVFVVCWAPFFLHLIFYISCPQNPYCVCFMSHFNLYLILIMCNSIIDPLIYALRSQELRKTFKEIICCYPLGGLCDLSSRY
# NOD2 RIPK2 PPI = inhibitors of human NOD2-RIPK2 interaction; CHO BLA complementation NOD2-RIPK2, CCF4 ratio; inhibition, % at 4.98 µM; actives 0.38% (n = 360,000); AID 624267; O43353; in the data active = inhibition above about 21%;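 also: 0% = vehicle only and 100% = reference blocker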
# TLR9-MyD88 block = inhibitors of human TLR9-MyD88 binding; CHO BLA complementation TLR9-MyD88, CCF4 FRET ratio; inhibition, % at 4.98 µM; actives 0.21% (n = 340,000);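 active = inhibition above the mean over all tested compounds plus 3 SD, cut at about 21% in these data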;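 also: 0% = DMSO only wells and 100% = clavulanate BLA inhibitor control wells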
# MC4R antagonist = blocks human MC4R cAMP signaling. MC4R-expressing cells, MTII-stimulated cAMP, LANCE TR-FRET. inhibition, % at 6.5 µM. P32245. actives 0.48% (n = 360,000). AID 540295;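 active = inhibition above its plate's cutoff, the mean of tested wells on that plate plus 3 SD, cut at about 29% in these data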;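 also: 0% = Melanotan II alone and 100% = Melanotan II plus saturating MCL0020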
#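 system = U2OS cells with stable human MC4R expression | also added = Melanotan II challenge after compound preincubation | dosing = one concentration, 6.5 µM nominal | incubation = compound 30 min, challenge 1 h, detection 1 h | measured by = TR-FRET with Eu-cAMP and labeled anti-cAMP, 671 nm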
# N-glyco inh = N-linked glycosylation inhibition; reporter increase, % at 12.5 µM; actives 0.23% (n = 360,000); D54 ERlucT glycosylation luciferase reporter, 24 h; percent of 100 nM tunicamycin response;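 active = mean luciferase reporter signal, scaled so untreated is 0 and the glycosylation-blocking control 100, at or above a set limit in every replicate; inconclusive = mean reaches the limit but not every replicate does; inactive = mean below the limit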;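 also: luciferase carries N-glycosylation sites so blocking glycosylation raises the light; 0% = median of neutral control wells and 100% = median of 100 nM tunicamycin wells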
# ABHD5 PLIN5 PPI = ABHD5-PLIN5 protein interaction inhibition; Split G. princeps luciferase complementation, luminescence, 4 h; Q00G26+Q8WTS1; actives 0.78% (n = 360,000); AID 602281; inhibition, % at 4 µM;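 active = inhibition above the mean inhibition across every tested compound plus 3 SD, cut at about 22% in these data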;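 also: 0% = DMSO only wells and the 100% control is not disclosed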
# SRC2 inh = human SRC2 (NCOA2) inhibition; Q15596; HEK293 GAL4-SRC2 luciferase reporter, luminescence; inhibition, % at 9 µM; actives 0.17% (n = 370,000); AID 651957;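 active = inhibition above the mean inhibition of all tested compounds plus 3 SD, set per campaign, cut at about 52% in these data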;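 also: 0% = DMSO treated cells and 100% = cells given Gossypol at 36 µM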
# H9c2 protect = myocardial damage modulation in H9c2 cells | H9c2 cardiomyocytes, H2O2 injury protection, ATPLite, 2 h | protection from H2O2 cell death, % at 20 µM | actives 0.63% (n = 360,000);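 active = compounds giving at least 50% protection of heart cells from peroxide-induced death in the single-dose screen, raw or plate-pattern-corrected value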;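 also: 0% = DMSO wells with peroxide and 100% = DMSO wells without peroxide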
# Numbers without * were called inactive; ? = inconclusive; / = no result given. This is a subset; the hit share may differ from the screen's.
SMILES,m5-HT2A agonist,ABCB6 inh 2,MC4R barr agon,NOD2 RIPK2 PPI,TLR9-MyD88 block,MC4R antagonist,N-glyco inh,ABHD5 PLIN5 PPI,SRC2 inh,H9c2 protect
Cc1ccc(CN2CCNC(=O)C2CC(=O)NC2CCCCCC2)o1 (configuration not stated),3.0,107.0,-3.7,-0.4,-2.2,2.3,0.7,-3.9,-26.5,2.3
Cn1ccc(C(=O)N/N=C/c2cccnc2)n1,2.5,98.0,-0.5,-12.6,3.5,11.4,1.6,3.3,-16.5,3.8
O=C(CCn1nc(-c2ccccc2)ccc1=O)N1CCN(c2ccccc2)CC1,-2.8,96.0,-1.1,-12.6,5.4,0.6,1.1,-1.5,-17.7,2.3
CNc1nnc(-c2cc3ccccc3oc2=O)s1,4.0,88.0,-1.9,2.4,17.0,-17.7,0.0,4.1,-38.8,-8.9
Cn1c(=O)n(C)c2cc(S(=O)(=O)N3CCCc4ccccc43)ccc21,-2.6,103.0,1.2,-8.9,-6.5,-2.6,?,3.2,20.3,-2.5
Cc1cc(C)n(-c2cc(N3CCN(C(=O)c4ccccc4C)CC3)ccc2[N+](=O)[O-])n1,-1.9,97.0,-1.5,-6.8,-6.0,2.1,-0.3,1.6,17.2,6.5
CC(=O)Nc1ccc(S(=O)(=O)NNC(=O)COc2cc(C)ccc2C(C)C)cc1,-0.2,105.0,-0.8,-7.0,-1.2,13.2,-0.8,2.9,-31.8,1.3
Cc1ccc(S(=O)(=O)N2C(=O)c3cccc4cccc2c34)cc1,-4.2,101.0,2.3,-5.4,4.5,1.5,-2.3,5.0,-19.5,20.0
C[C@H](NC(=O)c1nc[nH]c1C(=O)N[C@@H](CCCCN)C(=O)OC(C)(C)C)C(=O)OC(C)(C)C,-7.6,98.0,-1.7,1.6,4.0,5.0,1.1,2.0,-10.2,-0.6
O=C(N/N=C/c1cccs1)c1cc(C2CC2)nc2ccccc12,-5.8,99.0,-0.5,2.2,12.4,-10.4,8.8,-4.8,-6.2,5.8
COc1cccc(OCCNC(=O)c2ccccc2Sc2ccccc2C#N)c1,-0.2,97.0,-0.3,3.4,-14.8,19.1,-3.1,1.9,11.7,-9.2
CCOc1cc(/C=N/NC(=O)C(=O)NCc2ccc3c(c2)OCO3)ccc1OCC(=O)N1CCOCC1,4.8,99.0,-0.7,8.7,3.1,-3.5,-0.6,-4.8,-7.0,-7.1
NC(c1csc(Nc2ccccn2)n1)C1CCCCC1 (configuration not stated),6.1,106.0,5.0,0.7,/,-2.2,1.7,5.0,7.9,-4.9
O=C(CSCc1ccc(Cl)cc1)N/N=C/c1ccc(Cl)cc1Cl,-1.4,94.0,-1.2,-2.0,-3.1,-3.8,0.7,-6.0,-16.2,-23.9
CCOC(=O)c1c(CN2CCNCC2)nc2ccc(Cl)cc2c1-c1ccccc1,-9.6,96.0,2.6,20.9*,-7.1,4.5,-3.0,0.1,-22.4,-18.8
CCN(CC)c1cnn(C/C(=N\OC)c2ccc(Cl)cc2)c(=O)c1Br,-1.5,99.0,0.2,4.2,-1.7,1.3,-3.3,-6.4,0.7,-16.4
COC(=O)[C@]1(C)N[C@H](CN(C)C(=O)NC(C)C)[C@@H]2C(=O)N(Cc3ccccc3)C(=O)[C@@H]21,1.8,100.0,-1.1,3.0,-7.5,15.7,2.1,-0.6,-5.8,1.0
Cc1cc(C)c(NC(=O)CNC(=O)c2cc([N+](=O)[O-])ccc2N2CCOCC2)c(C)c1,-4.8,100.0,-1.0,-0.2,1.1,3.9,2.0,-16.0,-0.8,-4.9
Cc1cccc(NC(=O)C2CC(=O)n3cnnc3S2)c1 (configuration not stated),7.4,90.0,-1.4,-5.5,-4.6,10.3,5.7,9.4,30.8,-22.8
O=C(NCCN1CCOCC1)c1ccc(Cl)c(S(=O)(=O)N2CCCC2)c1,-1.1,95.0,-1.6,-5.7,-13.9,0.2,/,-2.6,-9.8,-0.8
S=C1SCN(Cc2cccs2)CN1Cc1cccs1,7.6,98.0,-0.3,-17.5,-6.2,-1.7,-3.4,-7.3,12.2,-7.4
CSc1ncccc1C(=O)OCC(=O)N(C)C,0.1,89.0,-1.1,-8.3,9.2,-4.9,1.6,3.5,-0.7,5.0
NC(=O)c1ccc(C(F)(F)F)n(Cc2ccc(F)c(F)c2)c1=O,0.8,93.0,0.3,-4.3,-1.1,3.6,-4.0,4.0,-1.5,1.7
Cc1ccc(C)c(OCCN2CCOCC2)c1,0.3,99.0,-1.7,-5.0,-9.1,8.7,0.3,4.9,4.8,0.2
COc1ccc(-n2cc(C(=O)O)c(=O)cc2C)cc1,8.4,99.0,-3.3,-1.2,-6.0,6.7,1.6,0.2,-36.0,-1.3
Cc1ccc(NC(=O)CN(C)S(=O)(=O)c2ccc(Br)s2)cc1F,-1.6,131.0,3.5,11.8,5.9,3.7,-2.1,-6.5,-22.2,-6.1
COCCNC(=O)c1sc2nc(-c3ccccc3)cn2c1C,-2.1,95.0,1.1,-1.5,-4.3,13.9,-0.1,1.6,-20.9,3.3
O=C(Nc1ccc(Br)cc1)c1cccc(S(=O)(=O)Nc2cnc3ccccc3c2)c1,7.1,93.0,-1.1,-8.7,-14.9,2.6,-2.7,1.3,2.5,-11.6
CCOc1ccccc1C(=O)N(CN1CCCC1=O)c1cccc(Cl)c1,-3.9,94.0,-0.4,-2.4,-4.7,3.7,0.3,-0.5,-6.0,9.4
CC1CC1C(=O)OCC(=O)NNC(=O)COc1ccc(Br)cc1 (configuration not stated),-5.2,97.0,-1.9,7.5,3.9,5.8,0.8,-3.3,-28.7,-2.2
Cc1ccc(OCC(=O)NCc2ccccn2)cc1,7.0,108.0,1.1,6.2,-2.1,13.1,-0.5,-3.1,-10.2,-10.7
O=C(O)CONC(=O)c1cc(OCC(F)(F)F)ccc1OCC(F)(F)F,-1.1,99.0,-1.4,7.4,-7.3,3.0,2.2,-7.7,-5.2,5.4
O=C(COc1ccccc1)Nc1ccc2c(c1)nc1n2CCOC1,0.5,99.0,3.0,-1.5,-11.1,6.4,0.5,-5.5,-65.2,-0.4
O=C(O)c1cc(NN=Nc2ccc(Br)cc2)cc([N+](=O)[O-])c1,0.3,97.0,-1.1,2.0,6.1,7.6,2.8,3.2,9.2,-1.5
CC1NC(=O)c2cc3ccccc3cc2-n2c1nc1ccc(F)cc1c2=O (configuration not stated),-4.9,98.0,0.5,3.1,-31.1,17.0,2.4,-4.2,-10.7,34.4
O=C(O)C1=C(C(=O)O)C2CCC1C2,1.6,96.0,-0.6,-2.6,-5.0,5.9,2.7,2.0,12.0,12.6
Cc1cc(C=C2C(=O)c3ccccc3C2=O)c(C)n1-c1ccc(C(=O)O)cc1,-4.8,88.0,-2.6,-3.7,-0.2,20.2,-0.8,-8.0,-14.5,5.3
CCc1ccc(NS(=O)(=O)c2ccc3[nH]cc(C(=O)NCC4CCCO4)c(=O)c3c2)cc1 (configuration not stated),-4.9,90.0,-2.5,4.3,-8.0,4.3,0.3,-1.6,-3.4,6.7
CCOC(=O)CN1CCS(=O)(=O)CC1,16.2*,96.0,-3.2,0.8,-0.4,3.3,2.5,0.6,-9.3,-7.6
CN(C)NC(=S)Nc1ccc2nc(-c3ccccn3)c(-c3ccccn3)nc2c1,1.6,90.0,2.0,10.1,-0.6,-5.4,1.1,-9.8,-4.2,5.5
CC1CCCN(C(=O)c2ccc3ncsc3c2)C1 (configuration not stated),-3.6,91.0,-1.2,0.6,-4.5,0.9,1.5,-10.0,-9.4,4.2
CC1(C)CC(NC(=O)C(=O)NCCc2ccc(Cl)cc2)CC(C)(C)N1,8.7,102.0,-0.8,-0.5,7.2,9.5,1.5,1.7,-8.4,11.4
CCOC(=O)/C(=C/c1ccccc1)NC(=O)c1ccco1,0.7,100.0,-0.5,-6.0,6.5,1.4,1.2,5.5,2.2,-1.9
Cc1[nH]c2ccccc2c1C1(O)C(=O)N(C(C)C)c2ccccc21 (configuration not stated),3.6,96.0,-2.0,-8.6,-4.1,-5.7,-0.8,-15.6,-19.0,-4.2
c1ccc(C2=NOC(c3nnc(-c4ccccc4)o3)C2)cc1 (configuration not stated),-2.6,104.0,-0.4,-0.9,-8.8,19.5,0.8,-3.1,-21.2,0.2

# Continued (three carried over from the part before).
SMILES,m5-HT2A agonist,ABCB6 inh 2,MC4R barr agon,NOD2 RIPK2 PPI,TLR9-MyD88 block,MC4R antagonist,N-glyco inh,ABHD5 PLIN5 PPI,SRC2 inh,H9c2 protect
CCOC(=O)/C(=C/c1ccccc1)NC(=O)c1ccco1,0.7,100.0,-0.5,-6.0,6.5,1.4,1.2,5.5,2.2,-1.9
Cc1[nH]c2ccccc2c1C1(O)C(=O)N(C(C)C)c2ccccc21 (configuration not stated),3.6,96.0,-2.0,-8.6,-4.1,-5.7,-0.8,-15.6,-19.0,-4.2
c1ccc(C2=NOC(c3nnc(-c4ccccc4)o3)C2)cc1 (configuration not stated),-2.6,104.0,-0.4,-0.9,-8.8,19.5,0.8,-3.1,-21.2,0.2
Cc1ccccc1-n1c(-c2ccc3ccccc3n2)n[nH]c1=S,2.0,106.0,-1.4,-9.6,2.8,8.4,-0.6,-20.9,-6.1,-3.3
CC(=O)Nc1cc2c3c(c1)CCC(=O)N3CCC2,6.9,95.0,-2.4,1.2,6.0,-1.7,0.5,2.0,0.0,9.7
CC(=O)N1CCCc2cc(S(=O)(=O)N3CCCC(C(=O)Nc4cccc(C)c4)C3)ccc21 (configuration not stated),0.4,96.0,0.0,-4.1,-1.9,9.8,1.5,-2.7,-25.4,-10.8
CC(=O)c1ccc(-c2cc([C@H]3[C@H]4C=CC[C@@H](C)[C@@H]4C(=O)N3Cc3ccccc3)ccc2F)cc1,-13.8,102.0,-2.0,-1.5,-7.6,-0.5,-2.7,17.4,4.7,-4.4
O=C(Nc1ccc(NC(=O)c2cccs2)cc1)c1ccc2c(c1)OCCO2,-0.6,98.0,-0.6,-0.6,-4.1,7.9,-4.0,1.7,4.6,4.7
Cc1ccc(Nc2nc(CSc3nnnn3-c3ccccc3)cc(=O)[nH]2)cc1,-7.2,97.0,1.2,-5.1,-1.7,-15.8,0.1,-6.0,-6.2,-6.3
CC1NC(C)(C)Cc2c1ccc1ccccc21 (configuration not stated),-1.3,99.0,-1.1,-6.9,-2.8,14.2,-1.6,2.9,-26.7,13.3
CCOC(=O)c1[nH]c(C)c(C(=O)OCc2c(C)noc2C)c1C,-7.5,89.0,-3.2,0.2,-3.6,-7.6,4.0,-7.9,1.1,-3.4
O=C(CCc1ccc(S(=O)(=O)N2CCCCC2)cc1)c1nnc(-c2ccccc2)o1,-5.2,92.0,-1.3,-8.4,-1.6,0.1,-2.5,-0.7,-2.7,-9.5
O=C(Nc1ccccc1)C(c1ccccc1)C1CCCC1 (configuration not stated),-1.4,102.0,3.8,-8.5,3.1,3.5,-2.3,-2.5,1.2,-15.1

# Compound activity: PubChem, several laboratories
